Screening results deposited in PubChem BioAssay by National Center for Advancing Translational Sciences (NCATS).
Nrf2 inh: Nrf2 pathway inhibition. A549 ARE-Fluc reporter, luciferase luminescence, 18-24 h. Potency, µM (highest dose often 46 µM), for the others: at the highest dose activity change, negative = inhibition, hits mostly inhibitors. actives 2.1% (n = 360,000); note: potency is the fitted concentration of half-maximal effect; % is set by controls: 0 for no effect and ±100 for the full control effect; nearly all actives have a fitted effect of over 60% in size
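A549 ARE_Fluc cells (5000/well, 5% FBS OPTI-MEM) pre-incubated 2 h, then treated with compounds 18-24 h at 37C/5% CO2 in concentration-response. CellTiter-Fluor viability read first; BugLite luciferase luminescence after 15 min at room temperature gives Nrf2 activity.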
HepG2 tox: counter-screen for TGF-b inhibitors: cytotoxicity in HepG2 cells. HepG2 CAGA-GFP viability, ATP luminescence, 18 h. actives 0.76% (n = 410,000). Potency, µM (series often up to 46.1 µM), without a hit: top-dose activity change, negative = cytotoxicity, usual class: cytotoxic; note: potency is the fitted concentration of half-maximal effect; some results filed as inactive show a strong effect at the top dose
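CellTiter-Glo luminescence gave cytotoxicity after 18 hours at 37 degrees C. The cells were HepG2 CAGA-GFP in 1% FBS DMEM, stimulated with 500 pg/mL TGF-beta after compound addition. %Activity was normalised to no-cell wells (complete cell-killing) and DMSO (no toxicity), and curves were fitted and classified.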
Nrf2 activator: activators of Nrf2 (ARE) signaling. AREc32 ARE-luciferase reporter (MCF7-derived line), luminescence, 24 h. Potency, µM (titrated, usually from 46.1 µM), for inactives: at the top dose activation, most hits filed as activators. actives 0.31% (n = 410,000). AID 624171; note: potency is the fitted concentration of half-maximal effect; % of control where 0% means no effect; nearly all actives have a fitted effect of over 65% in size
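Steps: seed AREc32_Fluc cells (1000/well, 5% FBS OPTI-MEM); incubate overnight at 37 deg C; add 23 nL compound; incubate 24 hr; add Steady-Glo; hold 30 min RT; read luminescence.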
A549 viability: kills or reduces viability of A549 cells in Nrf2 counter-screen; A549 ARE-Fluc cells, CellTiter-Fluor viability, 18-24 h; Potency, µM (doses to about 46 µM), without a hit: at the top dose activity change, negative = cytotoxicity, hits mostly inhibitors; actives 0.16% (n = 390,000); note: potency is the fitted concentration of half-maximal effect; % is set by controls: 0 for no effect and ±100 for the full control effect
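Cytotoxicity counterscreen: CellTiter-Fluor fluorescence was measured in A549 ARE_Fluc cells after 18-24 h of compound exposure in a concentration series. The subsequent BugLite luminescent read reports ARE-luciferase activity.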
ATXN2 expr inh: inhibitors of ATXN2 expression; Potency, µM (series often up to 57 µM), inactives show top-dose activity change, negative = inhibition, actives largely listed as inhibitors; actives 0.72% (n = 360,000); HEK-293 ATXN2-luciferase reporter, luminescence, 24 h; note: potency is the fitted concentration of half-maximal effect; % is set by controls: 0 for no effect and ±100 for the full control effect; nearly all actives have a fitted effect of over 55% in size
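ATXN2-luciferase reporter cells (luciferase flanked by upstream and downstream ATXN2 gene portions) were treated 24 h at 37 °C with compounds at up to 57 uM. SteadyGlo luminescence gave expression; GF-AFC fluorescence gave viability.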
MCF10A rerep: inducers of DNA re-replication in MCF 10A breast cells. Potency, µM (titrated, usually from 46.1 µM), without a hit: at the highest dose activity, positive = re-replication, actives largely listed as activators. MCF 10A DNA re-replication, Hoechst nuclear intensity, 48 h. actives 2.9% (n = 350,000); note: potency is the fitted concentration of half-maximal effect; % of control where 0% means no effect; nearly all actives have a fitted effect of over 50% in size
ATXN viability: reduces viability in counter-screen for ATXN expression inhibitors. S2 cells (HEK-293 line with an ATXN2-luciferase reporter) viability, CellTiter-Fluor protease fluorescence, 24 h. Potency, µM (titrated, usually from 56.7 µM), most hits filed as cytotoxic. actives 0.49% (n = 400,000). AID 651635; note: potency is the fitted concentration of half-maximal effect; nearly all actives have a fitted effect of over 40% in size
TGFb inhibitor: TGF-b pathway inhibition; HepG2 CAGA-GFP TGF-b/SMAD3 reporter, GFP fluorescence, 18 h; TGF-beta stimulated, 500 pg/mL final; Potency, µM (highest dose often 46.1 µM), without a hit: at the highest dose activity, negative = inhibition, most hits filed as inhibitors; actives 1.2% (n = 410,000); note: potency is the fitted concentration of half-maximal effect; % is set by controls: 0 for no effect and ±100 for the full control effect; nearly all actives have a fitted effect of over 65% in size
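HEPG2 CAGA-GFP, 1000 cells/well; 2 h settle, 37 C; cpd via pin tool; TGF-b 500 pg/mL final; 18 h, 37 C; GFP imaging ex488/em500-530; %Activity normalised to -TGF-b and +DMSO controls; CRC fit, curve class.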
IL-1B inflam inh: inhibitors of inflammasome signaling (IL-1 beta secretion); THP-1 LPS/ATP IL-1B secretion, AlphaLISA, 16 h; hits give low values; activity change, % at 57.5 µM; actives 4.7% (n = 360,000); AID 743279; in the data active = activity change below about -50%; inconclusive = mostly about -30% to -49%; note: % is set by controls: 0 for no effect and ±100 for the full control effect
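Secreted IL-1B measured by AlphaLISA bead assay after 16 h compound exposure of THP-1 cells; compounds (final up to 57.5 uM) added 1 h before LPS (250 ng/mL) and ATP (1.25 mM) stimulation; lower signal means less secretion.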
* marks the source's active call; other numbers are inactive results; i = inactive; ? = inconclusive; nt = no result given; [ ] = dose if it differs, or a comment. Unless noted, calls come from the whole dose curve; as a rule, active = well fitted curve in the direction sought with a large enough effect; inconclusive = small, poorly fitted or top-dose-only effect, or another doubt; inactive = no such curve, though single readings can be large; an effect the other way counts as inactive or inconclusive.

compound | Nrf2 inh | HepG2 tox | Nrf2 activator | A549 viability | ATXN2 expr inh | MCF10A rerep | ATXN viability | TGFb inhibitor | IL-1B inflam inh
COc1cccc(N2CCN(CC(=O)Nc3ccnn3C3CCCC3)CC2)c1 | ? | 1% | 0.5% | -8% | -28% | 9% | i | -4% | 8
CCOC(=O)c1nnn(-c2nonc2OC)c1-c1ccccc1 | -19% | 5% | -0.4% | 3% | 4% | 12% | i | -5% | -5
COc1ccc(CN2CCN(C(=O)c3ccc(S(=O)(=O)NCc4ccco4)cc3)CC2)cc1F | ? | -20% | 7.7% | -21% | -26% | 19% | i | -8% | -13
CCN1CCCC1CNC(=O)c1ccc(N2CCOCC2)c(NS(=O)(=O)c2ccc(OC)cc2)c1 (stereo unspecified) | 10% | 12% | -0.9% | 3% | nt | 2% | ? | 20% | -3
Cc1onc(-c2c(F)cccc2Cl)c1C(=O)NC(=S)NC1CCSC1=O (stereo unspecified) | -6% | 0% | -0.3% | 18% | -1% | ? | i | 2% | -7
COc1cnn(Cc2ccccc2)c(=O)c1SCc1ccccc1 | 3% | 0% | -0.3% | 1% | -14% | 4% | ? | 2% | ?
CC(=O)N1CCN(C(=O)c2cc(S(=O)(=O)NCc3ccccc3)ccc2C)CC1 | 15% | -1% | -0.1% | -1% | 2% | 1% | i | 4% | 3
O=C(NC(=S)NC(CO)c1ccccc1)c1ccc(F)cc1 (stereo unspecified) | 11% | 3% | 2.1% | -6% | -18% | -13% | i | -2% | ?
Cc1cc(C=O)c(C)n1-c1ccc(N2CCCC2)c([N+](=O)[O-])c1 | 6% | 6% | 0.5% | -2% | -23% | -3% | i | 0% | -3
CC1(C)C2CCC1(CS(=O)(=O)NCc1ccc(Cl)cc1Cl)C(=O)C2 (stereo unspecified) | -29% | 5% | 0.0% | 1% | -12% | ? | i | -1% | 14
COc1ccc(NC(=O)C(=O)c2cn(CC(=O)N3CCCC3)c3ccccc23)c(OC)c1 | 12% | 3% | 1.6% | 2% | -14% | -3% | i | -13% | -10
CCN(CC)CCn1c2c(c(SCC(=O)Nc3nc4ccccc4s3)nc1=O)CCC2 | 19% | -31% | 0.0% | -9% | 10% | ? | ? | -6% | -99*
CC(C)Oc1ccc(CNCCC2(C(C)C)CCOC(C)(C)C2)cc1 (stereo unspecified) | 2% | -37% | 3.0% | 13% | -13% | 20% | i | 9% | -13
CC1CCCCN1C(=O)CSc1nc(N)cc(=O)[nH]1 (stereo unspecified) | 7% | 7% | -0.8% | -6% | -11% | -3% | i | -8% | 13
COc1ccc(C(=O)n2nc(-c3ccco3)nc2N)cc1 | ? | -1% | 0.3% | -5% | -3% | -5% | i | -12% | -21
CNC(=O)c1c(NC(=O)c2ccc(S(=O)(=O)N3CCCCC3C)cc2)sc2c1CCN(C)C2 (stereo unspecified) | -16% | -33% | 2.8% | -14% | -9% | 21µM* | i | -15% | 59
CCOc1ccc(S(=O)(=O)Nc2ccc3c(c2)CCCN3C(=O)c2cccs2)cc1 | nt | -18% | -0.6% | -15% | 4% | nt | i | -13% | nt
COC(=O)Cn1c(CN2CCN(c3ccccc3F)CC2)nc2c1c(=O)n(C)c(=O)n2C | ? | -21% | -0.2% | -18% | -5% | 8% | i | -8% | 36
O=C(COC(=O)Cc1c[nH]c2ccccc12)Nc1c(Cl)cccc1C(F)(F)F | 5% | 8% | 0.0% | 0% | -4% | 49% | i | -3% | 33
CCOC(=O)c1c(NC(=O)C[n+]2ccc(N(C)C)cc2)sc(C)c1C | -6% | 4% | -0.2% | -8% | 8% | 4% | i | -2% | -3
COc1ccc(CCN2C(=O)COc3ccccc3C2C(=O)NC(C)(C)C)cc1OC (stereo unspecified) | nt | nt | 1.8% | nt | 6% | nt | i | nt | -3
CCOC(=O)N1CCC(N(C(=O)Nc2ccccc2)C(C)CC)CC1 (stereo unspecified) | 8% | 0% | 0.5% | 4% | -5% | 1% | i | -26% | 5
Brc1cccc(OCCOCCn2ccnc2)c1 | 0% | -18% | 0.4% | -3% | -15% | 22% | i | -40% | -16
CC1=C(C(=O)Nc2ccccc2Cl)C(c2cccs2)n2ncnc2N1 (stereo unspecified) | nt | -20% | 0.1% | 17% | -10% | nt | i | -27% | nt
CC(NS(=O)(=O)c1ccc(Br)s1)c1ccccc1 (stereo unspecified) | 7% | -18% | -0.5% | 9% | nt | 17% | i | ? | 4
COc1cc(NC(=O)COC(=O)CCOc2ccc(C)cc2)cc(OC)c1 | -6% | -9% | -0.9% | -5% | -12% | 10% | ? | ? | 16
COc1cc(C(=O)Nc2ccc(NC(=O)c3cccc(Cl)c3)nc2)cc(OC)c1OC | ? | -4% | -1.1% | 0% | -36% | 11% | i | 0% | -4
CCOCCCNC(=O)C(c1ccc(C)cc1)N(Cc1cccs1)C(=O)c1ccccn1 (stereo unspecified) | 8% | -16% | -0.3% | 1% | -7% | ? | i | -3% | -4
CC1=C(C(=O)N(C)C)CC(CC(=O)NCCCCc2ccccc2)C(=O)N1CCCN1CCCC1=O (stereo unspecified) | nt | -1% | -1.0% | nt | 13% | nt | i | 6% | 20
CC1=C(C(=O)OC2CCCC2)C(c2cccc(Cl)c2Cl)CC(=O)N1 (stereo unspecified) | ? | -78% | 0.6% | 0% | -17% | nt | i | ? | nt
O=C1NCCCC1C(=O)N1CCCCC1 (stereo unspecified) | -13% | 7% | 0.0% | 1% | 2% | -1% | i | 6% | 14
O=C(Nc1ccc2oc(-c3ccc(O)c(Br)c3)nc2c1)c1cc2ccccc2o1 | 7% | -5% | 5.7% | 4% | 10% | nt | i | 5% | nt
CC(=O)Nc1ccc(Nc2nc(Nc3ccc(Cl)cc3)nc(N3CCOCC3)n2)cc1 | ? | -26% | nt | 13% | nt | nt | nt | 12% | nt
Cc1cc(C)c2c(n1)nn1c(-n3ccnc3)cc(C)nc21 | ? | -24% | 5.9% | -10% | 1% | -1% | i | -22% | -76*
CCOC(=O)N1CCN(S(=O)(=O)c2ccc(C(=O)N(CCN(C)C)c3nc4ccc(CC)cc4s3)cc2)CC1 | 1% | -42% | -0.5% | 12% | 10% | 6% | i | -7% | -18
Cc1ccc(Nc2nc(N)nc(CN3CCN(Cc4ccccc4)CC3)n2)cc1Cl | ? | -66% | 2.5% | 0% | nt | 23% | i | ? | 0
COc1ccc(-c2nn(-c3ccccc3)cc2/C=C2/SC(=S)N(Cc3ccco3)C2=O)c(C)c1 | -12% | -15% | 0.1% | -11% | -4% | 6% | i | -8% | 2
CC1(C(=O)O)CCCN1C(=O)c1ccco1 (stereo unspecified) | nt | -1% | -0.3%[9.22 µM] | nt | 11% | nt | i | -15% | 12
COC(=O)c1ccccc1S(=O)(=O)NNC(=O)C12CC3CC(CC(C3)C1)C2 | 2% | 10% | 2.3% | 0% | 12% | 3% | i | -1% | -3
O=C(O)c1cc(S(=O)(=O)Nc2ccc3oc(=O)sc3c2)ccc1O | nt | -40% | -1.0% | 3% | -37% | 11% | i | -3% | 6
COc1cc2cc(CCCOC(=O)c3ccc(Br)cc3)oc(=O)c2cc1OC | -12% | -2% | 0.1% | -3% | 1% | 7% | i | -2% | 22
O=[N+]([O-])c1cccc(-c2ccc(C(=S)N3CCOCC3)o2)c1 | ? | -15% | ? | 2% | 52%[activator] | -8% | i | 2% | -16
CCN(C(=O)c1cc(S(=O)(=O)N2CCOCC2)cn1C)c1ccc(OC)cc1 | -9% | -10% | -1.4% | 3% | nt | nt | nt | ? | nt
O=C(NCc1nnc(SCC(=O)N2CCN(c3ccccc3)CC2)o1)c1ccco1 | 5% | -1% | -0.6% | -5% | 1% | 2% | i | -7% | 158
FC(F)(F)c1ccc(-n2cnc3ccccc32)nc1 | 16% | -6% | 8.8% | 7% | 45%[activator] | 12% | i | -9% | 10
C[C@]12CCC[C@H](O1)c1c(cc3c(c1O)C(=O)c1c(O)cc(O)cc1C3=O)O2 | 0% | -20% | -1.0% | -21% | 3% | ? | ? | 0% | 36
COc1ccc(C)cc1NC(=O)C(NS(=O)(=O)c1cccs1)c1ccccc1 (stereo unspecified) | 7% | -6% | 3.9% | 6% | -3% | nt | i | -6% | nt
Nc1nc(C2CC(=O)OC23CCCCC3)cs1 (stereo unspecified) | -3% | -6% | -0.3% | 5% | -14% | 2% | i | -1% | 7
O=C1CN(C(=O)c2ccc(Br)o2)C(c2ccccc2)c2cc(Cl)ccc2N1 (stereo unspecified) | ? | -39% | 6.4% | -4% | -20% | 4% | i | ? | -19
N#CCCN(C(=O)COC(=O)C12CC3CC(CC(O)(C3)C1)C2)c1ccc(F)cc1 | 8% | -14% | -0.4% | 9% | -3% | 5% | i | 2% | 25
Clc1ccc2oc3c(Cl)ncnc3c2c1 | 23% | -15% | 13% | -1% | -3% | ? | i | 1% | -101*
N#C/C(=C\c1ccc(O)c(O)c1)S(=O)(=O)c1ccccc1 | 13% | -33% | 3.8% | -1% | 3% | ? | i | -4% | 22
CCN(CC)c1nc2c(c(=O)[nH]c(=O)n2C)n1CCOc1ccccc1 | -20% | 12% | 2.0% | 3% | -14% | 6% | i | -8% | 24
COc1cc(CNCCSc2nnnn2C)cc(Br)c1OCc1ccc(F)cc1 | ? | -28% | 2.7% | -23% | ? | ? | i | -28% | -50*
CCOC(=O)C1=C(C)N(C[C@@H]2CC[C@@H](Cc3ccc4cc(OC)ccc4c3)O2)C(=O)NC1c1ccc(OC)cc1 (stereo partly specified) | ? | -24% | 5.4% | -9% | -16% | 4.1µM* | ? | -29% | 0
CC1(Cc2cccc(C#N)c2)C(=O)Nc2ccc(-c3cccc(C(F)(F)F)c3)cc21 (stereo unspecified) | nt | -106% | -3.0% | nt | ? | nt | 25µM* | ? | ?
